From PubChem BioAssay
ATG4B inhibitor: ATG4B (human) cysteine protease inhibition; AID 504462; ATG4B cleavage of LC3-PLA2, NBD-HPC fluorescence, 1 h; inhibition, % at 8.33 µM; 340,000 tested, 0.51% active; Q9Y4P1; in the data active means inhibition above about 40%
SENP8 inh: inhibitors of human SENP8 protease. inhibition, % at 20 µM. Q96LD8. recombinant SENP8, Nedd8 substrate fluorescence. 360,000 tested, 0.64% active; in the data active means inhibition mostly above about 40%, no sharp cut-off; inactive means mostly below about 27%
Target sequence (Q96LD8 whole entry, looked up): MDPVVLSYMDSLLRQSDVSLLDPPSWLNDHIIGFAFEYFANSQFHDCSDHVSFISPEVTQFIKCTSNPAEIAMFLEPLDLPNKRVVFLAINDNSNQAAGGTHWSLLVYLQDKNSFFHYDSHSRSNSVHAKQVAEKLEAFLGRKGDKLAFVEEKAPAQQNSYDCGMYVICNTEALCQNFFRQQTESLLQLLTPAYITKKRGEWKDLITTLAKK
PfG6PD inh: PfG6PD (Plasmodium falciparum) enzyme inhibition | inhibition, % at 20 µM | PfGluPho enzyme, NADPH resazurin-diaphorase fluorescence | AID 504690 | 350,000 tested, 0.78% active;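 active means inhibition reaching at least a set limit at 20 µM in the primary screen, cut at about 59% in these data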;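 further: 0% = DMSO wells with substrate and 100% = DMSO wells lacking glucose-6-phosphate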
SENP6 inh: SENP6 protease inhibition; Q9GZR1; Recombinant SENP6 catalytic domain, aminoluciferin luminescence; inhibition, % at 10 µM; 330,000 tested, 1.8% active; AID 2599;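 active means inhibition above about 50% at the single tested dose, limit read from the data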;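 further: plate controls were DMSO wells with enzyme for no effect and DMSO wells lacking enzyme for full effect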
HKDC1 inhibitor: blocks human hexokinase HKDC1 activity. recombinant HKDC1, G6PDH/diaphorase resazurin coupled fluorescence. AID 493160. inhibition, % at 20 µM. 340,000 tested, 0.16% active;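 active means inhibition above about 35% when tested at 20 µM, limit read from the data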;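 further: plate controls were DMSO wells with enzyme for no effect and DMSO wells lacking enzyme for full effect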
Target sequence (Q2TB90 whole entry, looked up): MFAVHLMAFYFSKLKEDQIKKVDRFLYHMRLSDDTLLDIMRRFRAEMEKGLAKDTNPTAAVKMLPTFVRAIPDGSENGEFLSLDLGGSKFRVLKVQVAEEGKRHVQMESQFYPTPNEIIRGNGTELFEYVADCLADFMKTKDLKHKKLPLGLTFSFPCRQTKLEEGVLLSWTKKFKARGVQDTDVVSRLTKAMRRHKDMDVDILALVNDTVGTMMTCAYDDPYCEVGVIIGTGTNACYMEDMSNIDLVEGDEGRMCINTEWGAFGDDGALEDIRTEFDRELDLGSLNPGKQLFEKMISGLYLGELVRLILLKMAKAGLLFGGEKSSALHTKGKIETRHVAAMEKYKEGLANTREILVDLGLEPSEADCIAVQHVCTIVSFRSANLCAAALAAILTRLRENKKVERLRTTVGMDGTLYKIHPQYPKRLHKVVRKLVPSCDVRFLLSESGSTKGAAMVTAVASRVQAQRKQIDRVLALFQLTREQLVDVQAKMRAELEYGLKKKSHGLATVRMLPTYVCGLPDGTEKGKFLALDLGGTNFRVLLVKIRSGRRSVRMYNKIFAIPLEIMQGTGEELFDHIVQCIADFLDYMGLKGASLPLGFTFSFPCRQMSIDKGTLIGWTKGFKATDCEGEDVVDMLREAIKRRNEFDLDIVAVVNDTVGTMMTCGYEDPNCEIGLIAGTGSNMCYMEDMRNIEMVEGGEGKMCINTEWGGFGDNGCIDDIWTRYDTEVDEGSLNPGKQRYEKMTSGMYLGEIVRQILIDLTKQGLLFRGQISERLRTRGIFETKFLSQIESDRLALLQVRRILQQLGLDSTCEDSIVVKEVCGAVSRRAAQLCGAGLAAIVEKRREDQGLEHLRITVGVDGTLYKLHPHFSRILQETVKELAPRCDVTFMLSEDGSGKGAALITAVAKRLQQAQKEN
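Assay system – recombinant HKDC1 (HK5) hexokinase enzyme, produced in-house · Input – HKDC1 at 5 µg/mL · Reagent – glucose plus 1 mM ATP as hexokinase substrates · Timing – 90 min reaction incubation at room temperature, dark · Measured by – G6PDH/diaphorase-coupled fluorescence, 1 mM NADP, 100 µM resazurin, 525/613 nm · Benchmarks – DMSO-enzyme wells negative, buffer-substituted wells positive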
MPTP inh: permeability transition pore inhibition; isolated mouse mitochondria, Ca2+ swelling absorbance, 30 min; 360,000 tested, 1.4% active; inhibition, % at 10 µM;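 active means inhibition of 50% or more, scaled per plate between neutral and stimulator controls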;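 further: 0% = DMSO wells given calcium and 100% = 1 mM EGTA wells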
GRIN3A LBD mod: modulates the human NR3A ligand-binding domain; NR3A LBD differential scanning fluorimetry, Tm shift; 0% = protein alone, 100% = glycine-bound protein; Tm shift relative to glycine control, % at 25 µM; 340,000 tested, 2.5% active; AID 1259313;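 active means melting temperature shift of at least 10% of the positive control shift, at one fixed dose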
SENP7 block: SENP7 protease inhibition | recombinant SENP7, Z-RLRGG-aminoluciferin luminescence, 40 min | Q9BQF6 | 330,000 tested, 1.5% active | inhibition, % at 5 µM;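 active means inhibition above about 50% at the single test dose, limit read from the data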;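 further: plate controls were DMSO with enzyme for no effect and no enzyme buffer wells for full effect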
Starred values were filed as active, the others as inactive; i = inactive; / = not tested or not shown.

SMILES | ATG4B inhibitor | SENP8 inh | PfG6PD inh | SENP6 inh | HKDC1 inhibitor | MPTP inh | GRIN3A LBD mod | SENP7 block
COc1ccc(-c2cc(-c3ccco3)[nH]c(=O)c2C#N)cc1 | -2 | -475 | -17 | 12 | 3 | 1.5 | -4 | -2
C=CCn1c(SC(C)C(=O)NCC2CCCO2)nnc1-c1ccc(OC)cc1 (centres undefined) | -11 | 10 | 12 | 8 | -1 | -3.1 | 2 | -8
CC(C)Cc1nc(N2CCN(C(=O)c3ccco3)CC2)c(C#N)c2c1CCC2 | 19 | i | 7 | -17 | 5 | -2.1 | 2 | 4
O=[N+]([O-])c1nn(-c2ccccc2)n(O)c1=NCc1ccc2c(c1)OCO2 | 8 | 9 | 14 | 9 | -9 | 0.1 | -1 | 5
Cc1ccc2nc(NC(=O)CCCC(=O)O)sc2c1 | -4 | 4 | -15 | 55* | -10 | -3.6 | 0 | 58*
CCOC(=O)COc1cccc2c(=O)n(CC(=O)NCc3ccc4c(c3)OCO4)ccc12 | -4 | -73 | 3 | -20 | 1 | -2.4 | -1 | 10
Cc1nc(COC(=O)c2cc(O)c3ccccc3c2O)cs1 | -3 | -360 | 92* | / | 60* | 7.3 | 2 | /
Cc1ccc(OCC(=O)NNC(=O)c2ccoc2C)c(Br)c1 | -4 | 1 | 7 | -16 | -15 | 1.6 | -3 | -12
COc1ccc(-c2nc(N)nc(C)c2Oc2ccccc2Br)c(O)c1 | -2 | 17 | -9 | -10 | 5 | 2.7 | -14 | 7
Cc1cc2occ(CC(=O)N(C)CC(=O)Nc3c(C)cccc3C)c2cc1C | -3 | -2 | -10 | -3 | 0 | -0.3 | -1 | 3
COCCNC(=O)CN(c1cccc(OC)c1)S(=O)(=O)c1ccc(C)cc1 | -2 | 2 | -9 | 4 | -1 | -0.3 | 1 | -2
Cc1cccc(C)c1NC(=O)CNC(=O)c1ccc2c(c1)NC(=O)CS2 | -3 | 11 | 5 | 9 | -6 | -0.3 | 4 | 0
O=C(c1ccc(=O)[nH]c1)N(Cc1ccco1)C1(C(=O)NC2CCCCC2)CCCCC1 | 9 | 29 | -13 | -5 | 4 | -1.5 | 1 | 2
CCOc1cc(/C=N/Nc2nc(C)cc(=O)[nH]2)ccc1O | -1 | -28 | 13 | -15 | 2 | 1.3 | 0 | -14
CN1CCN(C(=O)CN(CCc2ccccc2)S(C)(=O)=O)CC1 | -2 | 19 | 6 | -15 | -10 | -0.3 | 4 | 13
CSCCC(NC(C)=O)C(=O)Oc1ccc2c3c(c(=O)oc2c1)CCCC3 (centres undefined) | 8 | -283 | -4 | / | 8 | 2.3 | -1 | /
CCC(C)C(NC(=O)c1ccccc1)C(=O)Nc1ccc(S(=O)(=O)Nc2cc(C)nc(C)n2)cc1 (centres undefined) | 0 | -3 | -22 | -3 | -2 | -0.3 | -3 | 7
CCOC(=O)N1CCC(n2c(SCC(=O)NCCC3=CCCCC3)nc3ccccc3c2=O)CC1 | 34 | 11 | -4 | -5 | 19 | 6.5 | 0 | 2
NC(=S)NNC(=O)Nc1ccc(Cl)c(Cl)c1 | 2 | 6 | 31 | 8 | -7 | 72* | 6 | 16
Cc1ccc(N2CCN(C3=NC(=O)/C(=C\c4cccs4)S3)CC2)cc1 | 9 | 22 | 19 | -6 | 5 | -1.9 | -2 | -11
NCC(=O)NCC(=O)NC[C@H]1O[C@@H](n2ccc(=O)[nH]c2=O)[C@H](O)[C@@H]1O | 3 | 8 | -19 | / | -5 | -0.6 | 1 | /
CCN(Cc1ccc(OC)c(F)c1)C(=O)/C=C/c1ccc(S(=O)(=O)N2CCOCC2)cc1 | -1 | 13 | 10 | -5 | -9 | -0.7 | 0 | -1
COCCCN(C(=O)CSc1nc2ccccc2c(=O)n1C)c1c(N)n(Cc2ccccc2)c(=O)[nH]c1=O | -11 | -11 | 1 | / | 0 | -1.2 | -2 | /
Cc1nc(Nc2ncc3c(n2)CC(C)(C)CC3=O)nc2ccccc12 | -4 | -5 | -4 | / | -5 | 1.9 | 1 | /
CCOCCCNC(=O)c1cn(C)c(=O)c2cc(OC)c(OC)cc12 | -10 | 0 | 4 | -9 | 8 | 2.4 | -6 | 0
O=C(c1ccco1)N1CCN(C(=O)c2ccc(-c3ccc([N+](=O)[O-])cc3)o2)CC1 | -2 | -72 | 64* | 6 | 7 | -2.2 | -2 | -9
CCOc1ccc(Cl)cc1S(=O)(=O)N1CCC(C(=O)NCc2ccncc2)CC1 | -17 | 7 | 5 | -3 | -6 | 0.9 | -1 | -4
Cc1nnc(SCc2cccc3ccccc23)s1 | -5 | 6 | -16 | 4 | -5 | -1.7 | -2 | 3
O=C(CSc1nnnn1C1CCCCC1)Nc1cccc(NC(=O)c2ccco2)c1 | -7 | 16 | 4 | -6 | 0 | -1.7 | -4 | 0
CCOC(=O)C1=C(N)Oc2cc(O)ccc2C1c1ccc([N+](=O)[O-])cc1 (centres undefined) | -3 | 9 | 45 | 0 | -1 | 1.9 | 8 | 3

Shown as a hit in SENP7 block, among the entries above:
SMILES,ATG4B inhibitor,PfG6PD inh,SENP6 inh,HKDC1 inhibitor,MPTP inh,GRIN3A LBD mod,SENP7 block
Cc1ccc2nc(NC(=O)CCCC(=O)O)sc2c1,-4,-15,55*,-10,-3.6,0,58*

(cont.)
SMILES | ATG4B inhibitor | SENP8 inh | PfG6PD inh | SENP6 inh | HKDC1 inhibitor | MPTP inh | GRIN3A LBD mod | SENP7 block
COc1ccc(CC(=O)Nc2sc(Cc3ccccc3)c(C)c2C(N)=O)cc1 | 11 | -5 | -11 | -10 | 2 | 0.5 | -7 | 3
Cc1ccc(SC[C@H](c2ccccc2)N2CCN(CC(C)C)CCC2=O)cc1 | -6 | 9 | -3 | -5 | -1 | 0.3 | 0 | -9
CCOCCCNC(=O)C(NC(=O)Cc1c[nH]c2ccccc12)c1ccccc1 (centres undefined) | -9 | 19 | -3 | -12 | -6 | 11 | 1 | 2
CCOc1cc(N2C(=O)CC3CS(=O)(=O)CC32)c(OCC)cc1NC(=O)c1ccccc1 (centres undefined) | 12 | 8 | 8 | -20 | -6 | -0.6 | 2 | -4
O=C(Cc1cccs1)N/N=C/C(Br)=C/c1ccccc1 | 2 | -1 | -10 | 7 | 3 | -0.4 | 0 | 5
COc1ccc(CN=Cc2c(O)[nH]c3ccccc23)cc1 | 0 | 7 | 6 | 9 | -5 | -1.3 | -3 | -1
CCOc1ccccc1N(C)S(=O)(=O)c1ccc2c(c1)CC(C)N2C(=O)C1CC1 (centres undefined) | 4 | 7 | -13 | -11 | 5 | 0.5 | 2 | 0
CCOCCCNC(=O)c1cn(C)c2ccc(S(=O)(=O)N3CCCCC3)cc2c1=O | 3 | 4 | -16 | -19 | 1 | 0.2 | -2 | -10
CCc1nc2ccc(C(=O)NCc3ccco3)cc2nc1CC | 3 | 19 | -8 | 2 | 2 | -1.7 | 2 | 1
COc1ccc(C(C)(C)C)cc1S(=O)(=O)n1ccnc1C | -15 | 6 | -5 | 13 | -6 | -0.2 | -1 | -6
Cc1nnc(NC(=O)c2c(F)cccc2F)s1 | 2 | -3 | -4 | 0 | -3 | 0.1 | -1 | 4
COc1ccc(C)cc1NCc1ccc([N+](=O)[O-])cc1 | 2 | 9 | 3 | 7 | -2 | -0.6 | -2 | -5
COc1ccc(C(=O)Cn2cnc3ccccc3c2=O)c(OC)c1 | 0 | -4 | 7 | -11 | -8 | -0.1 | 1 | 0
Cc1nnc(-c2ccccc2)nc1N1CCOCC1 | -3 | 30 | 0 | -12 | -10 | -1.4 | 10 | 3
CC(=O)c1cccc(NC(=O)COC(=O)CCNS(=O)(=O)c2ccccc2)c1 | -4 | 4 | -6 | -22 | -7 | -0.3 | -1 | 10

A second format for two compounds above.
Molecule	ATG4B inhibitor	SENP8 inh	PfG6PD inh	SENP6 inh	HKDC1 inhibitor	MPTP inh	GRIN3A LBD mod	SENP7 block
CCN(Cc1ccc(OC)c(F)c1)C(=O)/C=C/c1ccc(S(=O)(=O)N2CCOCC2)cc1	-1	13	10	-5	-9	-0.7	0	-1
CC(=O)c1cccc(NC(=O)COC(=O)CCNS(=O)(=O)c2ccccc2)c1	-4	4	-6	-22	-7	-0.3	-1	10

Individual results from the results shown:
For GRIN3A LBD mod, O=C(Cc1cccs1)N/N=C/C(Br)=C/c1ccccc1 has 0
For MPTP inh, COc1ccc(CN=Cc2c(O)[nH]c3ccccc23)cc1 has -1.3
For SENP6 inh, COc1ccc(C)cc1NCc1ccc([N+](=O)[O-])cc1 has 7
For SENP7 block, CCc1nc2ccc(C(=O)NCc3ccco3)cc2nc1CC has 1
For SENP8 inh, CCOc1ccccc1N(C)S(=O)(=O)c1ccc2c(c1)CC(C)N2C(=O)C1CC1 (centres undefined) has 7
For MPTP inh, CCOCCCNC(=O)c1cn(C)c2ccc(S(=O)(=O)N3CCCCC3)cc2c1=O has 0.2

Carrying on.
SMILES | ATG4B inhibitor | SENP8 inh | PfG6PD inh | SENP6 inh | HKDC1 inhibitor | MPTP inh | GRIN3A LBD mod | SENP7 block
CCN(CC)CCCNC(=O)c1cn(CCOC)c(=O)c2c1c1ccccc1n2C | -11 | -295 | 9 | 9 | -5 | -0.3 | 0 | -4
CNC(=S)NCCc1cc2c(OC)ccc(OC)c2[nH]c1=O | -17 | -144 | 0 | -2 | -1 | 1.2 | -1 | -3
C=C(C)[C@H]1CC=C(C)/C(=N/NC(=O)CNc2ccccc2OC)C1 | 18 | 8 | 2 | 5 | 0 | 1.2 | 1 | -2
Cc1ccc(S(=O)(=O)N2CCN(C(=O)c3c(-c4ccccc4)noc3C)CC2)cc1C | -14 | 7 | 4 | -4 | 2 | 0.7 | 2 | 2
O=P(CO)(Cc1ccccc1)Cc1ccccc1 | -3 | 18 | 0 | -13 | -6 | -3.4 | -7 | 2
CCCCCN(C(=O)CCC(=O)OCC(=O)c1ccc(F)c(F)c1)c1c(N)n(CCCC)c(=O)[nH]c1=O | -12 | -2 | 4 | 4 | -4 | -1.8 | -2 | 2
CCOC(=O)[C@H]1[C@H]2COc3cc(OC)ccc3[C@@H]2N2C(=O)c3c(C)cc(C)cc3NC(=O)[C@@]12C | -3 | 0 | -13 | -7 | 2 | 1.0 | 0 | 0
COCCN(C(=O)CNC(=O)c1cccs1)C(C(=O)NC1CCCCC1)c1ccco1 (centres undefined) | 8 | 23 | -7 | -5 | 5 | -0.2 | 0 | 3
CCCCSc1nc(N)nc2c1ncn2C1OC(CO)C(O)C1O (centres undefined) | -3 | -119 | 2 | / | 0 | 0.8 | -2 | /
O=C(CCS(=O)(=O)c1cccc2nonc12)N1CCN(c2ccc(F)cc2)CC1 | -8 | 34 | -1 | -2 | 0 | -1.8 | 0 | 5
Cc1ccc(Nc2cc(C)nn2-c2nc(C)cc(C)n2)cc1 | -2 | 5 | 24 | 6 | 5 | 1.8 | 0 | 3
O=C(CSc1nnnn1-c1ccccc1)CSc1nnnn1-c1ccccc1 | -5 | 5 | -2 | -27 | -6 | -0.1 | -1 | 4
CC1=NN(C(N)=S)C(=O)C1N=Nc1cccc(Cl)c1 (centres undefined) | 3 | 12 | -21 | 92* | -22 | 1.5 | 7 | 66*
Cc1ccc(NC(=O)c2cccc3c2C(=O)N(C2CCCCC2)C3)c(Cl)c1 | -4 | 11 | 20 | 2 | 3 | -0.9 | -9 | -3
COc1ccc(CCNC(=O)C(C)n2nc(C)c3c(C)n(-c4ccc(C)cc4)nc3c2=O)c(OC)c1 (centres undefined) | -5 | 6 | -14 | 4 | -3 | 1.5 | -3 | 0
O=C1c2ccccc2C(=O)N1CCCOCc1c[nH]c(=O)[nH]c1=O | -8 | 17 | -5 | -2 | -6 | -4.6 | -3 | 5
Clc1ccc(Cc2nc(-c3cccnc3)no2)cc1 | 5 | 7 | -21 | 6 | -6 | -0.4 | 0 | 2
O=c1c2c(nc3cc(-c4ccc(F)cc4)[nH]n13)CCCC2 | -9 | -71 | 49 | 54* | 2 | -2.8 | 2 | 55*
CCCn1nc(C(=O)NNC(=O)CCCOc2ccc(C)cc2)c2ccccc2c1=O | -2 | -4 | -5 | 1 | -4 | 1.9 | -1 | 1
CNC(=O)Nc1ccc(C2SCCS2)cc1 | 2 | 10 | -8 | -6 | 5 | 3.8 | 2 | 2
